HEK293 tox: cytotoxic in the GLP-1 receptor inverse agonist counter-screen; AID 624418; HEK293 cAMP-luciferase reporter cells, luminescence, 24 h; Potency, µM (titrated, usually from 38.3 µM), for the others: top-dose activity change, negative = inhibition, actives largely listed as inhibitors; 410,000 tested, 0.13% active;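 note: loss of luciferase light is scored as toxicity; potency is the fitted concentration of half-maximal effect; % is set by controls: 0 for no effect and ±100 for the full control effect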
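1536-well qHTS counterscreen of the MLSMR; 200 cells/uL, 12 h pre-incubation, 23 nL cpd, 24 h at 37 deg C 5% CO2, luciferase detection reagent, 12 min RT, luminescence. Inhibition = undesired.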
SW480 rerep: inducers of DNA re-replication in SW480 colon cancer cells; 340,000 tested, 1.8% active; AID 624297; SW480 DNA re-replication, Hoechst DNA content imaging, 48 h; Potency, µM (series often up to 46.1 µM), for the others: at the highest dose re-replication activation, actives largely listed as activators; note: potency is the fitted concentration of half-maximal effect; % of control where 0% means no effect; nearly all actives have a fitted effect of over 55% in size
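Compounds, transferred as 23 nL by pin tool, were incubated with cells for 48 hr; DNA content per nucleus was then quantified by Hoechst staining and fluorescence plate imaging.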
D3 ag: agonists of human D3 dopamine receptor. D3R DiscoveRx beta-arrestin cells, luminescence, 90 min. 410,000 tested, 0.58% active. P35462. max activation, %; in the data active = max activation above about 30%; note: 0% is about no effect; mostly tested at two doses, the higher about 12 µM
Target sequence (P35462 whole entry, looked up): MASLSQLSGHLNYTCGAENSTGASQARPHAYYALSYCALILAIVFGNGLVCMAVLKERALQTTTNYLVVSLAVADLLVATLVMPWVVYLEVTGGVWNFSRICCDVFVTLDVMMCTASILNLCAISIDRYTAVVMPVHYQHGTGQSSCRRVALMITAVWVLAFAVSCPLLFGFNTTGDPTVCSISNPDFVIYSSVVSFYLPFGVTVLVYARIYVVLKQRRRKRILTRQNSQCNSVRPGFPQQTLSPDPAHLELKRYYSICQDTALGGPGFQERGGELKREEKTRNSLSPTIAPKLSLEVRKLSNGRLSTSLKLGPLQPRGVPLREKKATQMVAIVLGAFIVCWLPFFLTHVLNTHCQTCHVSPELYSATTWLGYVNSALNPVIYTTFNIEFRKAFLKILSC
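Agonist mode: compounds and dopamine controls were applied to plated cells for 90 min at 37 degrees C after an overnight attachment at 1500 cells/well. Luminescent read-out followed 30 - 60 minutes at room temperature with DiscoveRx detection reagent.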
KB-3-1 tox: KB-3-1 parental cell cytotoxicity | KB-3-1 viability, CellTiter-Glo ATP luminescence, 72 h | 400,000 tested, 1.4% active | Potency, µM (doses to about 46.1 µM), for inactives: at the highest dose activity change, negative = cytotoxic, usual class: cytotoxic; note: potency is the fitted concentration of half-maximal effect; % is set by controls: 0 for no effect and ±100 for the full control effect; nearly all actives have a fitted effect of over 60% in size
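Cytotoxicity measured as CellTiter-Glo luminescence after 72 h at 37 C. Compound titrations were pinned onto drug-naive KB-3-1 parental adenocarcinoma cells grown in DMEM with 10% FBS, and normalized data fitted to concentration-response curves.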
IL1B secr inh: inflammasome signaling inhibition, IL-1 beta readout; activity change, % at 57.5 µM; THP-1 LPS/ATP IL-1B secretion, AlphaLISA, 16 h; active compounds read low; AID 743279; 360,000 tested, 4.7% active; in the data active = activity change below about -50%; inconclusive = mostly about -30% to -49%; note: % is set by controls: 0 for no effect and ±100 for the full control effect
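Secreted IL-1B measured by AlphaLISA bead assay after 16 h compound exposure of THP-1 cells; compounds (final up to 57.5 uM) added 1 h before LPS (250 ng/mL) and ATP (1.25 mM) stimulation; lower signal means less secretion.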
MCF10A rerep: induces DNA re-replication in MCF 10a normal breast cells; MCF 10A DNA re-replication, Hoechst nuclear intensity, 48 h; Potency, µM (doses to about 46.1 µM), inactives show at the top dose activity, positive = re-replication, actives largely listed as activators; 350,000 tested, 2.9% active; note: potency is the fitted concentration of half-maximal effect; % of control where 0% means no effect; nearly all actives have a fitted effect of over 50% in size
HT1080 IDH1KD tx: kills HT-1080 cells with IDH1 knockdown. Potency, µM (series often up to 46.1 µM), for the others: top-dose activity, negative = toxicity, actives largely listed as cytotoxic. 360,000 tested, 2% active. HT-1080 IDH1 knockdown viability, ATP luminescence, 48 h;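 note: potency is the fitted concentration of half-maximal effect; 0% = DMSO wells and -100% = cell-free medium wells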
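In this qHTS, HT-1080 cells depleted of IDH1 are exposed for 48 h at 37 °C to compound titrations. Toxicity is scored from CellTiter-Glo luminescence, with DMSO as full viability and medium alone as none.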
KB-V1 cytotox: KB-V1 MDR subline cytotoxicity; KB-V1 MDR cells viability, CellTiter-Glo, 72 h; Potency, µM (doses to about 46.1 µM), for the others: top-dose activity change, negative = cytotoxicity, hits mostly cytotoxic; 400,000 tested, 3.4% active; AID 1347076; note: potency is the fitted concentration of half-maximal effect; % is set by controls: 0 for no effect and ±100 for the full control effect; nearly all actives have a fitted effect of over 60% in size
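KB-V1 cells (P-gp-expressing MDR subline of KB-3-1) in phenol-red-free DMEM with 10% FBS were exposed to library compounds over a concentration series for 72 h at 37 degrees C. Viability read by CellTiter-Glo luminescence; concentration-effect curves fitted after normalization.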
HT1080-NT tox: kills 2HG-producing HT-1080-NT fibrosarcoma cells; HT-1080-NT fibrosarcoma viability, CellTiter-Glo ATP luminescence, 48 h; Potency, µM (series often up to 46.1 µM), for inactives: at the highest dose activity, negative = less viability, most hits filed as cytotoxic; 360,000 tested, 1.6% active;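 note: NT is the 2HG producing partner of a matched IDH1 knockdown line; potency is the fitted concentration of half-maximal effect; 0% = DMSO-treated cells and -100% = media-only wells without cells; nearly all actives have a fitted effect of over 55% in size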
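HT-1080-NT fibrosarcoma cells (2HG-overproducing), 750 cells/well in RPMI with 5% FBS, dosed after 2 h and incubated 48 h at 37C. CellTiter-Glo luminescence normalized to DMSO and no-cell wells; concentration-response curves fitted and classed.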
The depositor's hits bear a star; [ ] = remark or other dose. Unless noted, calls come from the whole dose curve; as a rule, active = well fitted curve in the direction sought with a large enough effect; inconclusive = small, poorly fitted or top-dose-only effect, or another doubt; inactive = no such curve, though single readings can be large; an effect the other way counts as inactive or inconclusive.

`O=C(CSc1nnc(-c2ccncc2)n1CC1CCCO1)Nc1cccc(O)c1` (configuration not stated) gave HEK293 tox 5%, SW480 rerep 0%, D3 ag -23, KB-3-1 tox 2%, IL1B secr inh -3, MCF10A rerep -2%, HT1080 IDH1KD tx 0%, KB-V1 cytotox -21% and HT1080-NT tox -7%.
For COc1cccc(C2CC(=O)Nc3c2c(=O)n(C)c2nc4ccccc4n32)c1 (configuration not stated) the results were HEK293 tox 2%, D3 ag -2, KB-3-1 tox 5% and KB-V1 cytotox -1%.
CN1CCN(CC(=O)NN(Cc2ccccc2)c2ccccc2)CC1 was read as HEK293 tox -3%, SW480 rerep -4%, D3 ag -16, KB-3-1 tox -7%, IL1B secr inh -9, MCF10A rerep 1%, HT1080 IDH1KD tx 17%, KB-V1 cytotox -17% and HT1080-NT tox 17%.
For CC(C)(CO)Cc1cc(C(C)(C)C)c(O)c(C(C)(C)C)c1 the results were HEK293 tox -23%, SW480 rerep 7%, D3 ag 11, KB-3-1 tox 0%, IL1B secr inh 3, MCF10A rerep inconclusive, HT1080 IDH1KD tx inconclusive, KB-V1 cytotox 1% and HT1080-NT tox inconclusive.
Screening COc1ccccc1N1CCN(C(=O)Cn2c(=O)n3nc(-c4cccc(C)c4)nc3c3ccccc32)CC1 returned HEK293 tox 6%, D3 ag 3, KB-3-1 tox 13% and KB-V1 cytotox 27%.
For O=C(O)CCC(=O)Nc1cccc(-c2csc(-c3ccccc3)n2)c1 the results were HEK293 tox 2%, SW480 rerep -1%, D3 ag 2, KB-3-1 tox 0%, IL1B secr inh 11, MCF10A rerep 2%, HT1080 IDH1KD tx 0%, KB-V1 cytotox 14% and HT1080-NT tox -1%.
`Cn1c(SCC(=O)Nc2ccc(F)cc2F)nnc1-c1cccnc1` gave HEK293 tox 12%, SW480 rerep 0%, D3 ag -3, KB-3-1 tox -18%, IL1B secr inh -4, MCF10A rerep -9%, HT1080 IDH1KD tx 11%, KB-V1 cytotox 0% and HT1080-NT tox 3%.
Cc1cccc(NC(=O)NC2CCCCCCC2)c1C was read as HEK293 tox 3%, SW480 rerep inconclusive, D3 ag -3, KB-3-1 tox 6%, IL1B secr inh -7, MCF10A rerep 18%, HT1080 IDH1KD tx 1%, KB-V1 cytotox 0% and HT1080-NT tox -2%.
Screening Cc1ccc(S(C)(=O)=O)cc1C(=O)Nc1ccc(S(=O)(=O)Nc2nccs2)cc1 returned HEK293 tox -10%, SW480 rerep -4%, D3 ag 6, IL1B secr inh 12, MCF10A rerep inconclusive, HT1080 IDH1KD tx 2% and HT1080-NT tox 7%.
Screening CCOc1ccc(S(=O)(=O)N(CC(=O)Nc2ccc3c(c2)OCO3)c2ccccc2)cc1 returned HEK293 tox -3%, D3 ag 3, KB-3-1 tox 4% and KB-V1 cytotox -2%.

The last four records of the section before lead into the next:
`Cn1c(SCC(=O)Nc2ccc(F)cc2F)nnc1-c1cccnc1` gave HEK293 tox 12%, SW480 rerep 0%, D3 ag -3, KB-3-1 tox -18%, IL1B secr inh -4, MCF10A rerep -9%, HT1080 IDH1KD tx 11%, KB-V1 cytotox 0% and HT1080-NT tox 3%.
Cc1cccc(NC(=O)NC2CCCCCCC2)c1C was read as HEK293 tox 3%, SW480 rerep inconclusive, D3 ag -3, KB-3-1 tox 6%, IL1B secr inh -7, MCF10A rerep 18%, HT1080 IDH1KD tx 1%, KB-V1 cytotox 0% and HT1080-NT tox -2%.
Screening Cc1ccc(S(C)(=O)=O)cc1C(=O)Nc1ccc(S(=O)(=O)Nc2nccs2)cc1 returned HEK293 tox -10%, SW480 rerep -4%, D3 ag 6, IL1B secr inh 12, MCF10A rerep inconclusive, HT1080 IDH1KD tx 2% and HT1080-NT tox 7%.
Screening CCOc1ccc(S(=O)(=O)N(CC(=O)Nc2ccc3c(c2)OCO3)c2ccccc2)cc1 returned HEK293 tox -3%, D3 ag 3, KB-3-1 tox 4% and KB-V1 cytotox -2%.
`CC1CCCCN1C(=O)c1cc2c(=O)n3ccccc3nc2s1` (configuration not stated) gave HEK293 tox 65%[activator], SW480 rerep -8%, D3 ag 4, KB-3-1 tox 5%, IL1B secr inh 19, MCF10A rerep -6%, HT1080 IDH1KD tx 2%, KB-V1 cytotox -7% and HT1080-NT tox 4%.
Screening Cc1ccc(-n2nc3c(N4CCC(C(=O)NCc5ccccc5C)CC4)nnc(C)c3c2C)cc1 returned HEK293 tox inconclusive, SW480 rerep 118%, D3 ag -12, KB-3-1 tox inconclusive, IL1B secr inh -92*, MCF10A rerep inconclusive, HT1080 IDH1KD tx 8.2µM*, KB-V1 cytotox inconclusive and HT1080-NT tox 7.3µM*.
For O=C(Nc1nnc(C2CCCC2)s1)C1CCN(S(=O)(=O)c2ccc(Cl)cc2)CC1 the results were HEK293 tox -20%, SW480 rerep 0%, D3 ag 7, KB-3-1 tox -11%, IL1B secr inh 10, MCF10A rerep -4%, HT1080 IDH1KD tx 0%, KB-V1 cytotox 0% and HT1080-NT tox 11%.
`Cc1cc[n+](-c2[nH]c(=O)sc2/C=N/N=C(\[O-])c2ccccc2)cc1` gave HEK293 tox -16%, SW480 rerep -3%, D3 ag -9, KB-3-1 tox -1%, IL1B secr inh 1, MCF10A rerep -2%, HT1080 IDH1KD tx 17%, KB-V1 cytotox -18% and HT1080-NT tox 12%.
Screening COc1cccc(-c2ccc(SCc3ccccn3)nn2)c1 returned HEK293 tox 14%[0.307 µM], SW480 rerep -2%, D3 ag 7, KB-3-1 tox 25%, IL1B secr inh -85*, MCF10A rerep -2%, HT1080 IDH1KD tx -8%, KB-V1 cytotox inconclusive and HT1080-NT tox -10%.
Screening COc1ccc(OC)c(-c2csc(NC(=O)COC(=O)C3(C)CC3(Cl)Cl)n2)c1 (configuration not stated) returned HEK293 tox -8%, SW480 rerep 4%, D3 ag -2, KB-3-1 tox 16%, IL1B secr inh -24, MCF10A rerep 16%, HT1080 IDH1KD tx -2%, KB-V1 cytotox 4% and HT1080-NT tox -1%.
`Cc1c(CCC(=O)NC2CC2)c(=O)oc2c(C)c(O)ccc12` gave HEK293 tox 237%[activator], SW480 rerep -69%[inhibitor], D3 ag -13, KB-3-1 tox 0%, IL1B secr inh inconclusive, MCF10A rerep -31%[inhibitor], HT1080 IDH1KD tx 12%, KB-V1 cytotox 0% and HT1080-NT tox 7%.
COC(=O)c1ccc(CCc2cc(O)ccc2O)cc1 was read as HEK293 tox 10µM*, SW480 rerep inconclusive, D3 ag -6, KB-3-1 tox -30%, IL1B secr inh inconclusive, MCF10A rerep inconclusive, HT1080 IDH1KD tx inconclusive, KB-V1 cytotox inconclusive and HT1080-NT tox 26µM*.
O=C(O)c1ccc(Br)cn1 was read as HEK293 tox -5%, SW480 rerep -6%, D3 ag -4, KB-3-1 tox 2%, IL1B secr inh 27, MCF10A rerep 9%, HT1080 IDH1KD tx 22%, KB-V1 cytotox -12% and HT1080-NT tox 7%.
For COc1cc(/C=C2\SC(c3ccc(C)cc3)=NC2=O)cc(OC)c1O the results were HEK293 tox -17%, SW480 rerep -1%, D3 ag 5, KB-3-1 tox -6%, IL1B secr inh -12, MCF10A rerep inconclusive, HT1080 IDH1KD tx -3%, KB-V1 cytotox 10% and HT1080-NT tox 9%.
`Cc1ccccc1OCC1CNC(=O)O1` (configuration not stated) gave HEK293 tox 1%, SW480 rerep -5%, D3 ag -1, KB-3-1 tox -1%, IL1B secr inh 0, MCF10A rerep -8%, HT1080 IDH1KD tx 7%, KB-V1 cytotox 15% and HT1080-NT tox 2%.
For CCN(CC)c1cc(C(F)(F)F)nc(-c2ccccn2)n1 the results were HEK293 tox inconclusive, SW480 rerep inconclusive, D3 ag 10, KB-3-1 tox 4%, IL1B secr inh -9, MCF10A rerep inconclusive, HT1080 IDH1KD tx inconclusive, KB-V1 cytotox 18µM* and HT1080-NT tox inconclusive.
For CN(C)c1ccc(C=C2C(=O)OC(C)(C)OC2=O)cc1 the results were HEK293 tox -1%, SW480 rerep -1%, D3 ag -2, KB-3-1 tox 16%, IL1B secr inh -20, MCF10A rerep 9%, HT1080 IDH1KD tx -4%, KB-V1 cytotox 27% and HT1080-NT tox 11%.
Screening O=C(NCCc1c[nH]c2ccccc12)C1CCN(Cc2ccc(Br)cc2)CC1 returned HEK293 tox -17%, SW480 rerep -6%, D3 ag -6, KB-3-1 tox -13%, IL1B secr inh inconclusive, MCF10A rerep 9%, HT1080 IDH1KD tx -15%, KB-V1 cytotox 0% and HT1080-NT tox -13%.
Screening O=C(Nc1ccccc1Sc1ccccc1)c1ccc(F)cc1 returned HEK293 tox 27%, SW480 rerep 7%, D3 ag 1, KB-3-1 tox -16%, IL1B secr inh 14, MCF10A rerep 19%, HT1080 IDH1KD tx 5%, KB-V1 cytotox 3% and HT1080-NT tox 7%.
CC1(C)CC(=O)C=C(NCc2cccc(C(F)(F)F)c2)C1 was read as HEK293 tox -16%, SW480 rerep 9.2µM*, D3 ag 3, KB-3-1 tox -13%, MCF10A rerep -5%, HT1080 IDH1KD tx 0%, KB-V1 cytotox inconclusive and HT1080-NT tox -1%.
`CCC(C)NCCOCCOc1ccc(Br)cc1C` (configuration not stated) gave HEK293 tox -25%, SW480 rerep inconclusive, D3 ag -8, KB-3-1 tox -20%, IL1B secr inh -18, MCF10A rerep inconclusive, HT1080 IDH1KD tx inconclusive, KB-V1 cytotox 21µM* and HT1080-NT tox -26%.

Screens from PubChem BioAssay.
